Assay outcomes deposited in PubChem BioAssay by several laboratories.
core dimer inh: blocks dimerization of HCV core protein; TR-FRET GST/Flag-core106 dimerization, 1536-well; inhibition, % at 5 µM; 300,000 compounds, 0.33% hits; AID 1899;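 active means inhibition above the mean of all tested compounds plus 3 SD, set per screening campaign, cut at about 45% in these data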
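test system = GST/Flag-tagged HCV core106 proteins | probe or stimulus = Eu donor and XL665 acceptor anti-tag antibodies | times = compound-protein-antibody incubation 4 h at 22.5 °C | signal = TR-FRET, excitation 340 nm, emission 617 and 671 nm | measure = percent inhibition of core106 dimerization signal | controls = wells lacking GST-core106 and wells with excess unlabelled core106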
ZTA counter: counter-screen for EBNA-1 inhibitors: inhibitors of Epstein-Barr virus ZTA | P03206 | ZTA-DNA binding, fluorescence polarization | inhibition, % at 11 µM | 320,000 compounds, 0.15% hits | AID 2234; in the data active means inhibition above about 33%
Target sequence (P03206 whole entry, looked up): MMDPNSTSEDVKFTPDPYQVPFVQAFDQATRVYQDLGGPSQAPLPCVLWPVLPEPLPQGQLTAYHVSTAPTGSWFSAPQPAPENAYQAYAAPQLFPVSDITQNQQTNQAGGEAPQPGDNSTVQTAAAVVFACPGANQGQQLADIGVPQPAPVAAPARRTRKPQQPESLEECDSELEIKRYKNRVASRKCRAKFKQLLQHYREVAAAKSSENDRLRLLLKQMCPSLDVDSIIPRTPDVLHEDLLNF
Fh CTSL1 inh: cathepsin L1 inhibition, PFM18AAP counter-screen; recombinant F. hepatica cathepsin L1, Z-Leu-Arg-MCA fluorescence; inhibition, % at 5.96 µM; 300,000 compounds, 0.49% hits; AID 1906;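 active means inhibition above the mean of all tested compounds plus 3 SD, set per screening campaign, cut at about 17% in these data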;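 further: 0% = plate median of test compound wells and 100% = 1 µM Z-Phe-Ala-diazomethylketone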
PREPL inhibitor: human PREPL enzyme inhibition; AID 2751; recombinant PREPL, fluorescence polarization activity-based probe; Q4J6C6; 320,000 compounds, 0.68% hits; inhibition, % at 5.96 µM; in the data active means inhibition above about 43%;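 further: 0% = enzyme with DMSO and 100% = wells lacking enzyme; many of its hits are not listed in these tables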
PP1 inh: blocks human PP1-alpha phosphatase, a PP5 counter-screen. P62136. purified PP1alpha, OMFP fluorescence. inhibition, % at 6.7 µM. 320,000 compounds, 0.9% hits;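 active means inhibition above the mean inhibition of all tested compounds plus 3 SD, computed separately for each screening campaign, cut at about 15% in these data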
Efflux pump inh: antifungal efflux pump inhibition, Nile Red retention; S. cerevisiae Candida pump triplex; inhibition, % at 10 µM; 330,000 compounds, 0.44% hits;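 active means plate passing quality check with inhibition over a set limit, or well fluorescence over plate mean plus 4 SD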;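 further: Nile Red retained in pooled yeast measured as flow cytometry median fluorescence; 0% = buffer negative control and 100% = Enniatin B positive control; higher means more Nile Red kept so more efflux inhibition; some compounds called inactive have numbers as strong as hits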
PP5 primary: inhibitors of human protein phosphatase 5 (PP5); 320,000 compounds, 0.18% hits; AID 1987; P53041; purified PP5c, OMFP substrate fluorescence; inhibition, % at 6.7 µM;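 active means inhibition above the campaign's mean inhibition across all tested compounds plus 3 SD, cut at about 9.5% in these data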;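 further: 0% = DMSO only and 100% = 100 µM cantharidin control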
Target sequence (P53041 whole entry, looked up): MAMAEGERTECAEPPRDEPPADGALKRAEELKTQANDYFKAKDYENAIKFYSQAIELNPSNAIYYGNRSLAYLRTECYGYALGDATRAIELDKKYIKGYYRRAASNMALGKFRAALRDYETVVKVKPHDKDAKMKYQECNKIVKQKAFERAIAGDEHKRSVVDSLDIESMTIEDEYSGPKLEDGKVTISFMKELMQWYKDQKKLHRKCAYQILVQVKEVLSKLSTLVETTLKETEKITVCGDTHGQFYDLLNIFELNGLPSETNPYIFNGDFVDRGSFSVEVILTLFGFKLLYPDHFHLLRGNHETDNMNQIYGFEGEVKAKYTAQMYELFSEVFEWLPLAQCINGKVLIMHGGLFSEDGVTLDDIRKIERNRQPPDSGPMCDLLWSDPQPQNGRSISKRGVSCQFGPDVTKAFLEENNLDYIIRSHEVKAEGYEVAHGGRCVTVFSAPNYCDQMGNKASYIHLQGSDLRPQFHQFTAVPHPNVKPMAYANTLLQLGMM
TPT1 inhibitor: inhibitors of Candida albicans tRNA 2'-phosphotransferase TPT1; recombinant caTPT1, FP RNA substrate dephosphorylation; inhibition, % at 5 µM; 300,000 compounds, 0.81% hits; AID 1962;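 active means inhibition above the mean of all tested compounds plus 3 SD, set per screening campaign, cut at about 24% in these data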;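 further: plate controls were DMSO alone for no effect and ferristatin control at 100 nM for full effect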
EBNA-1 inh: blocks EBNA-1 binding to DNA | EBNA-1 DNA binding, fluorescence polarization | inhibition, % at 14.8 µM | 300,000 compounds, 0.34% hits | AID 1950; in the data active means inhibition above about 28%
Numbers without * were called inactive.

Sequence of screens – ZTA counter, PP5 primary, Fh CTSL1 inh, EBNA-1 inh, core dimer inh, PREPL inhibitor, Efflux pump inh, TPT1 inhibitor, PP1 inh
CCn1c(SC(C)C(=O)O)nc2sc3c(c2c1=O)CCC3 (centres undefined)
→ -2, -0.3, 0, -7, 25, 14, 0.0, 12, 2
O=C1C2CCCN2C(c2ccc(Cl)cc2)N1c1nccs1 (centres undefined)
→ 1, 0.5, -1, -3, -8, 8, -0.1, -2, 0
CCN1CCN(C(=O)c2[nH]c3ccc(OC)cc3c2C)CC1
→ 2, -0.4, -10, -24, -3, 30, 0.2, -2, -6
C#CCOCCOCCOCCNc1nc(N2CCN(C(=O)CCCCCCCCCCNC(=O)[C@H](CCCCN)n3cc(CCCC(=O)O)nn3)CC2)nc(N2CCN(C(=O)CCCCCCCCCCNC(=O)[C@H](CCCN=C(N)N)n3cc(C[C@@H](C)CC)nn3)CC2)n1
→ 48*, 1.2, 3, 9, -18, 44*, 0.1, 2, 42*
Cc1ccc(C(=O)N2CCCC2)cc1S(=O)(=O)N1CCCCC1
→ -14, -0.8, -2, 2, -2, 10, -0.1, 0, -4
O=C(CCc1ccccn1)N1CCCC(Nc2ccc(F)cc2)C1 (centres undefined)
→ -4, 2.1, -5, -10, -5, 10, 0.2, 0, 3
O=c1nc(N2CCOCC2)ccn1-c1nc(-c2ccccc2)oc1-c1ccccc1
→ -10, 1.4, 1, -5, -5, 4, -0.1, -6, -2
Cc1nc(Cl)c2oc3ccccc3c2n1
→ -16, -0.4, 3, -5, -1, 13, -0.3, 1, -1
c1ccc(-c2ccccc2-c2nc(-c3ccncc3)no2)cc1
→ -2, -6.8, 11, -7, 5, 15, -0.1, -4, 14
CC(/C=C\c1ccccc1)=C/C(=O)O
→ 3, -0.2, 2, -3, -1, -4, 0.1, -3, -3
CCCC(=O)N/C(N)=N/c1nc2ccccc2o1
→ 14, 1.4, 2, 10, -3, -2, 0.2, 0, 3
Cc1cccc(C(=O)NC2CCN(CC(=O)Nc3ccc4c(c3)OCO4)CC2)c1
→ 10, -2.0, 1, -7, 1, -3, 0.0, -3, 1
CCn1c(=O)c(C(=O)CN(C)Cc2ccc(F)cc2)c(N)n(Cc2ccccc2)c1=O
→ -27, 2.2, -6, -4, -3, 19, -0.1, 4, -5
CC(CNC(=O)c1ccccc1Cl)NC(=O)c1ccccc1Cl (centres undefined)
→ 9, -1.1, 0, 2, 1, -1, 0.1, -2, -3
CCc1ccc(C(O)(c2ccccc2OC)C(CN2CCOCC2)c2ccccc2)cc1 (centres undefined)
→ 2, 0.5, -4, -21, 3, 11, 0.3, 2, 2
N#CC1(NC(=O)COC(=O)c2cccc(-n3cnnn3)c2)CCCCC1
→ 9, 0.6, -7, 6, -4, -1, 0.1, 0, -3
O=C(O)C1C2C=CC(C2)C1C(=O)NCc1ccccc1F (centres undefined)
→ 0, 1.9, -2, -3, -1, -6, -0.1, 0, 1
Cc1cc(-c2nnc(SCC(=O)Nc3ccc(S(N)(=O)=O)cc3)n2N)n[nH]1
→ -8, 0.8, -2, -1, -8, 19, 0.0, 4, 1
CSc1ncccc1C(=O)OCC(=O)N(C)C1CCS(=O)(=O)C1 (centres undefined)
→ -8, 2.4, -7, -13, -1, 17, 0.2, -5, -7
Cn1c(=O)c2c(SCc3c(F)cccc3Cl)nc(CC(C)(C)C)nc2n(C)c1=O
→ 0, 1.0, 1, -1, 21, 8, -0.1, -2, -1
O=C(CN1C(=O)NC2(CCCC2)C1=O)Nc1ccccc1N1CCCCC1
→ 25, -1.3, -1, 15, -4, 4, 0.1, -5, -4
Cn1c(CCN2CCOCC2)nc2cc(NC(=O)COc3ccc(Cl)cc3)ccc21
→ -1, 2.5, 0, -13, -3, 23, 0.1, 3, -2
COc1ccc(/C=C(\NC(=O)c2ccc([N+](=O)[O-])cc2)C(=O)NCCCn2ccnc2)cc1
→ -6, 1.5, -2, -5, -3, -6, -0.2, 0, -4
O=C(NC1=NCCS1)c1cccc(Br)c1
→ 9, 2.8, -3, -7, -8, 3, -0.1, 1, 1
COc1ccc2nc(C)cc(SCC(=O)NNC(=O)COc3ccccc3)c2c1
→ -8, 2.2, -23, 9, -2, -5, 0.3, 0, -2
O=C(c1cncc(Br)c1)N1CCN(c2ccc(N3CCOCC3)nn2)CC1
→ 3, 1.0, -3, 7, -4, 1, 0.2, -2, 2
O=C1/C(=C/c2cccnc2)SC(=S)N1c1ccc(O)cc1
→ 11, 0.1, -1, 1, 2, -11, 0.0, 4, 1
C=CCSc1nc(N)c2c(C)c(C)sc2n1
→ -6, 2.3, 2, 0, -5, 16, -0.2, -1, 0
O=C(O)c1nccnc1C(=O)Nc1ccccc1N1CCOCC1
→ 1, -0.4, 1, 4, -9, 18, -0.1, -3, -5
O=C(CN1CCOCC1)Nc1ccc(NC(=O)c2ccccc2F)cc1
→ 3, 2.0, -1, 3, 3, -2, 0.2, -5, 1

Reprinted from the results shown (ten entries):
Sequence of screens – ZTA counter, PP5 primary, Fh CTSL1 inh, EBNA-1 inh, core dimer inh, PREPL inhibitor, Efflux pump inh, TPT1 inhibitor, PP1 inh
CCn1c(SC(C)C(=O)O)nc2sc3c(c2c1=O)CCC3 (centres undefined)
→ -2, -0.3, 0, -7, 25, 14, 0.0, 12, 2
O=C1C2CCCN2C(c2ccc(Cl)cc2)N1c1nccs1 (centres undefined)
→ 1, 0.5, -1, -3, -8, 8, -0.1, -2, 0
CCN1CCN(C(=O)c2[nH]c3ccc(OC)cc3c2C)CC1
→ 2, -0.4, -10, -24, -3, 30, 0.2, -2, -6
C#CCOCCOCCOCCNc1nc(N2CCN(C(=O)CCCCCCCCCCNC(=O)[C@H](CCCCN)n3cc(CCCC(=O)O)nn3)CC2)nc(N2CCN(C(=O)CCCCCCCCCCNC(=O)[C@H](CCCN=C(N)N)n3cc(C[C@@H](C)CC)nn3)CC2)n1
→ 48*, 1.2, 3, 9, -18, 44*, 0.1, 2, 42*
Cc1ccc(C(=O)N2CCCC2)cc1S(=O)(=O)N1CCCCC1
→ -14, -0.8, -2, 2, -2, 10, -0.1, 0, -4
O=C(CCc1ccccn1)N1CCCC(Nc2ccc(F)cc2)C1 (centres undefined)
→ -4, 2.1, -5, -10, -5, 10, 0.2, 0, 3
O=c1nc(N2CCOCC2)ccn1-c1nc(-c2ccccc2)oc1-c1ccccc1
→ -10, 1.4, 1, -5, -5, 4, -0.1, -6, -2
Cc1nc(Cl)c2oc3ccccc3c2n1
→ -16, -0.4, 3, -5, -1, 13, -0.3, 1, -1
c1ccc(-c2ccccc2-c2nc(-c3ccncc3)no2)cc1
→ -2, -6.8, 11, -7, 5, 15, -0.1, -4, 14
CC(/C=C\c1ccccc1)=C/C(=O)O
→ 3, -0.2, 2, -3, -1, -4, 0.1, -3, -3

Following part
Sequence of screens – ZTA counter, PP5 primary, Fh CTSL1 inh, EBNA-1 inh, core dimer inh, PREPL inhibitor, Efflux pump inh, TPT1 inhibitor, PP1 inh
Cc1nnc(NC(=O)c2ccc(S(=O)(=O)N3CC(C)OC(C)C3)cc2)o1 (centres undefined)
→ -7, 1.8, 2, -1, -13, 11, -0.1, -5, 5
C=CCNC(=O)/C(C#N)=C/c1c(N2CC(C)OC(C)C2)nc2ccccn2c1=O (centres undefined)
→ -10, 2.3, -1, -2, 2, 5, 0.0, -1, 1
Oc1ccc(/C=N/N2CCCCC2)c(O)c1O
→ -6, 1.6, -6, -18, -2, 18, -0.1, -9, 1
Cn1nnnc1SCC1=C(C(=O)O)N2C(=O)[C@@H](NC(=O)[C@H](O)c3ccccc3)[C@H]2SC1
→ 7, 0.0, 1, 0, 10, 4, 0.0, -1, -1
Oc1[nH]c2ccccc2c1/C=N/c1nccs1
→ 1, 2.6, 0, -3, -7, 18, 0.3, 36*, -1
O=C(CSc1ccc([N+](=O)[O-])cc1)Nc1cccc(S(=O)(=O)Nc2ccccc2F)c1
→ 1, 4.0, 0, -4, 15, -49, 0.1, -1, 0
CC(Oc1ccc(Cl)cc1Cl)C(=O)Nc1ccc(OCC(=O)O)cc1 (centres undefined)
→ -4, -1.1, 0, -2, -1, -6, 0.0, 2, -3
CCc1nnc(NC(=O)OCc2ccccc2)s1
→ -25, -0.2, -3, -3, -5, 2, 0.0, -2, 1
N#CC1=C(N)N(c2ccccc2)C(c2ccco2)C1(C#N)C#N (centres undefined)
→ 12, 1.4, 0, 2, -3, 19, 0.1, -3, -1
Cn1nc(C(F)(F)F)c(C(=O)Nc2ccc(C(F)(F)F)cc2)c1Cl
→ -14, 1.9, 2, 3, -5, -18, 0.0, -2, -1
CCN(CC)C(=O)N1CCN(S(=O)(=O)c2ccc(C)cc2)CC1
→ 5, 0.5, -1, -1, -2, 4, 0.0, 0, -4
COC(=O)c1ccc(-c2nc3ccc(C)cc3o2)cc1
→ -7, 2.4, 0, -7, 12, 4, 0.1, -9, 1
CCOC(=O)c1cnc2cc(-c3ccc(Cl)cc3)nn2c1N
→ -5, 0.3, 12, -11, 3, 2, 0.0, 2, 0
CC(=O)c1ccc(N2CCN(S(=O)(=O)c3c(C(=O)N4CCCC4)c(C)n(C)c3C)CC2)cc1
→ -11, 1.1, -1, -18, -4, 7, 0.1, -3, 0
CC1CC(C)CN(c2ccc(C(=O)NCc3ccc4c(c3)OCO4)cc2[N+](=O)[O-])C1 (centres undefined)
→ 1, 3.2, 2, 3, 11, -1, -0.4, 1, 7
O=C1NC2(CCCCCC2)C(=O)N1Cc1cccc([N+](=O)[O-])c1
→ 6, 0.7, 2, -13, -9, 14, 0.1, 3, 4
O=C(COc1ccc(F)cc1)N(Cc1ccco1)C1CCS(=O)(=O)C1 (centres undefined)
→ -5, 1.5, 2, -6, -1, 11, 0.1, -3, -2
CN(c1ccccc1)S(=O)(=O)c1ccc2ccccc2c1
→ 14, 1.6, 0, 3, -1, -5, -0.1, -3, 11
N#CCCN1CCN(Cn2c3ccccc3c3ccccc32)CC1
→ 3, 2.9, -4, 0, -4, 7, 0.2, 2, -2
c1ccc(CN2CCN(c3nc4ccccc4s3)CC2)cc1
→ 7, 1.2, 2, 2, 7, 10, 0.1, -1, 2
CC(C)(C)c1ccc(/C=C/C(=O)NCCCn2ccnc2)cc1
→ 3, -0.2, 1, 7, 5, -7, -0.1, -2, 1
COC(=O)Oc1cncc(C(=O)O)c1
→ 16, -2.1, 0, -4, -2, 7, 0.0, 0, -4
Clc1cc(Br)ccc1OCCOCCN1CCCC1
→ 16, 0.2, -2, 12, -1, 18, 0.0, 2, 3

These rows are one share of the data; count on the stated rates, not on these rows.
